Nrf2 activator – qHTS of Nrf2 Activators | AREc32 ARE-luciferase reporter (MCF7-derived line), luminescence, 24 h | Potency, µM (titrated, usually from 46.1 µM), for inactives: top-dose activation, most hits filed as activators | 0.31% of 410,000 active; further: potency means the concentration at half of the fitted maximal effect; % of control where 0% means no effect; nearly all actives have a fitted effect of over 65% in size
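Steps: seed AREc32_Fluc cells (1000/well, 5% FBS OPTI-MEM); incubate overnight at 37 deg C; add 23 nL compound; incubate 24 hr; add Steady-Glo; hold 30 min RT; read luminescence.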
EPAC2 antag – qHTS for Antagonist of cAMP-regulated guanine nucleotide exchange factor 2 (EPAC2): primary screen | Rap guanine nucleotide exchange factor 4 (Homo sapiens), Q8WZA2 | EPAC2 GEF exchange of Rap1B-BODIPY-GDP, fluorescence | Potency, µM (highest dose often 114 µM), without a hit: at the highest dose activity, negative = inhibition, hits mostly inhibitors | 0.18% of 360,000 active; further: potency means the concentration at half of the fitted maximal effect; on the % scale 0 is the no-effect control and ±100 the full control effect; nearly all actives have a fitted effect of over 45% in size; many of its hits are not listed in these tables
Target sequence (Q8WZA2 whole entry, looked up): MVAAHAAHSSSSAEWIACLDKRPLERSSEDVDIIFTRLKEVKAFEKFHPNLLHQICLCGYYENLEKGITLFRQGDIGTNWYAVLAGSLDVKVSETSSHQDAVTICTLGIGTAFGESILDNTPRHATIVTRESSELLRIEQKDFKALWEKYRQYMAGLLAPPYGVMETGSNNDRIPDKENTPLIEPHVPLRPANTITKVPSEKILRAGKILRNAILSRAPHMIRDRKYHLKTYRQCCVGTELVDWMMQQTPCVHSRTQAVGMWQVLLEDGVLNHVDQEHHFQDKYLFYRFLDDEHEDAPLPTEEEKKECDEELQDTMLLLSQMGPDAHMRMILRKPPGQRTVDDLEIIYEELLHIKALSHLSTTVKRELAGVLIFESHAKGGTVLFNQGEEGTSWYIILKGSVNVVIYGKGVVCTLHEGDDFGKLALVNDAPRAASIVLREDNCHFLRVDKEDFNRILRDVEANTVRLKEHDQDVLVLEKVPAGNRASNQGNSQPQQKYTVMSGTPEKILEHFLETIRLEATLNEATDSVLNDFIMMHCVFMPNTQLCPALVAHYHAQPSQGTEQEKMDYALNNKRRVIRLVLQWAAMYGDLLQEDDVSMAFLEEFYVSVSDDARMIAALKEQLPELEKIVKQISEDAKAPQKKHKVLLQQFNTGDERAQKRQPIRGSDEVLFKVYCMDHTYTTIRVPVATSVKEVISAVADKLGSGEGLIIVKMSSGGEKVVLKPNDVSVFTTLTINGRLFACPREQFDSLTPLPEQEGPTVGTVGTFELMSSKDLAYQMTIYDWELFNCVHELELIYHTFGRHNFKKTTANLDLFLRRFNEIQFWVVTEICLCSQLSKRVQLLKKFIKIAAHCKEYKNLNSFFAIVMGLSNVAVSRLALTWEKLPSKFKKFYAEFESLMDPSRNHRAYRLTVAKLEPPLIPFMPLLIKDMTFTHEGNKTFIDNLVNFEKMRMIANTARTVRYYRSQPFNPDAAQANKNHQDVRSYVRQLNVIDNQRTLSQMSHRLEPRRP
Nrf2 inh – Nrf2 qHTS screen for inhibitors; A549 ARE-Fluc reporter, luciferase luminescence, 18-24 h; Potency, µM (top dose mostly 46 µM), inactives show top-dose activity change, negative = inhibition, most hits filed as inhibitors; 2.1% of 360,000 active; further: potency means the concentration at half of the fitted maximal effect; on the % scale 0 is the no-effect control and ±100 the full control effect; nearly all actives have a fitted effect of over 60% in size
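Two sequential reads on A549 ARE_Fluc cells exposed to compound for 18-24 h: a CellTiter-Fluor fluorescence read for viability, then a luciferase luminescence read for Nrf2/ARE activity.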
Akt phos inh – HTS Assay for Inhibitors of Akt Phophorylation: Primary Screen | 0.32% of 360,000 active | activity change, % for hits at 50 µM | Neuro2A IGF-stimulated pAkt S473 HTRF, 20 min; stronger effect = lower value | AID 651550, 2012; in the data active means activity change below about -80%; inconclusive means mostly about -51% to -80%; further: on the % scale 0 is the no-effect control and ±100 the full control effect
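Neuro2A cells (4,500/well, DMEM with 0.5% FBS) were treated with compound at a single 50 µM final concentration, stimulated with 6 nM IGF for 20 min at 37 °C, and lysed. Phospho-Akt Ser473 was read by HTRF as 665/615 ratio ×10^4.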
TGFb SMAD3 inh – qHTS for Inhibitors of TGF-b; HepG2 CAGA-GFP TGF-b/SMAD3 reporter, GFP fluorescence, 18 h; TGF-beta stimulated, 500 pg/mL final; Potency, µM (top dose mostly 46.1 µM), inactives show top-dose activity, negative = inhibition, usual class: inhibitors; 1.2% of 410,000 active; further: potency means the concentration at half of the fitted maximal effect; on the % scale 0 is the no-effect control and ±100 the full control effect; nearly all actives have a fitted effect of over 65% in size
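Cell-based qHTS in HEPG2 carrying a CAGA-GFP Smad reporter; compounds added before 500 pg/mL final TGF-beta, 18 h incubation at 37 degrees C, GFP fluorescence quantified per cell by imaging cytometry.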
Mm-Cpn inhibitor – Inhibitors of TCP-1 ring complex (TRiC) of Methanococcus maripaludis (MmCpn): qHTS. purified Mm-Cpn ATPase, ADP Transcreener TR-FRET. Potency, µM (titrated, usually from 76.9 µM), for the others: at the top dose activity, negative = inhibition, usual class: inhibitors. Chaperonin Mm-Cpn (Methanococcus maripaludis). AID 504842, 2011. 0.031% of 330,000 active; further: potency means the concentration at half of the fitted maximal effect; on the % scale 0 is the no-effect control and ±100 the full control effect; nearly all actives have a fitted effect of over 80% in size
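ATPase read-out: TR-FRET ADP immunoassay (anti-ADP Eu cryptate vs ADP-d2), ex 320 nm, em 590/665 nm; signal drops as ADP forms. Enzyme 25 nM, ATP 10 uM, 30 min at 37°C after 10 min compound preincubation.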
A549 viability – Nrf2 qHTS screen for inhibitors: counterscreen for cytotoxicity. A549 ARE-Fluc cells, CellTiter-Fluor viability, 18-24 h. 0.16% of 390,000 active. Potency, µM (highest dose often 46 µM), inactives show at the top dose activity change, negative = cytotoxicity, actives largely listed as inhibitors; further: potency means the concentration at half of the fitted maximal effect; on the % scale 0 is the no-effect control and ±100 the full control effect
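A549 ARE_Fluc cells in 5% FBS OPTI-MEM were exposed to compounds in concentration-response for 18-24 h at 37 deg C. Viability was read by CellTiter-Fluor fluorescence (Ex 405/Em 525) after 30 min, before the luciferase read.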
EPAC2 agonist – qHTS for Agonist of cAMP-regulated guanine nucleotide exchange factor 4 (EPAC2): primary screen. AID 720711, 2013. EPAC2 activation, biochemical qHTS; response scale: 100% = 6.5 mM cAMP response. Potency, µM (series often up to 154 µM), inactives show at the highest dose activation, hits mostly activators. 0.079% of 360,000 active. Rap guanine nucleotide exchange factor 4 (Homo sapiens), Q8WZA2; further: potency means the concentration at half of the fitted maximal effect; nearly all actives have a fitted effect of over 50% in size
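Nucleotide exchange monitored as fluorescence drop when BODIPY-GDP leaves Rap1B. Reaction: 100 nM EPAC2, 250 nM RAP1B-BODIPY-GDP, 50 uM GDP, room temperature, kinetic read over 30 min. Activity expressed relative to 6.5 mM cAMP.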
CCT chaperon mod – High-Throughput Screening for Modulators of Cytosolic Chaperonin Activity. purified chaperonin ATPase assay, HTRF ADP detection, 30 min. activity change, % (concentration not given with the values), hits read low. 0.3% of 360,000 active. AID 651819, 2012; in the data active means activity change below about -30%; further: on the % scale 0 is the no-effect control and ±100 the full control effect
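TRiC (40 or 20 nM final, by batch activity) in 30 mM Tris pH 7.4, 100 mM KCl, 5 mM MgCl2, 1 mM DTT was treated with compound at 76 uM single dose, then 10 uM ATP, 30 min at 37 °C. ADP was read by HTRF Transcreener.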
Numbers without * were called inactive; i = inactive; ? = inconclusive; / = not tested or not shown; & = joins results of further samples. Unless noted, the call rests on the fitted dose curve; in most records, active means well fitted curve in the direction sought with a large enough effect; inconclusive means small, poorly fitted or top-dose-only effect, or another doubt; inactive means no such curve, though single readings can be large; an effect the other way counts as inactive or inconclusive. A portion of the library; the hit share may differ from the screen's.

| Compound | Nrf2 activator | EPAC2 antag | Nrf2 inh | Akt phos inh | TGFb SMAD3 inh | Mm-Cpn inhibitor | A549 viability | EPAC2 agonist | CCT chaperon mod |
| --- | --- | --- | --- | --- | --- | --- | --- | --- | --- |
| Cc1cccc(C(=O)N(CC(=O)Nc2sc(C)c(C)c2C(N)=O)C2CCCC2)c1 | 0.3% | 1% | ? | i | -2% | 0% | -18% | 8% | 1.0 |
| CNC(=O)C[C@@H]1C(=O)N(CCc2ccccc2)CC1(C)C | 0.4% | 5% | / | i | 4% | / | / | -3% | 1.8 |
| Clc1nc2c(-c3ccccc3)nnn2c2ccccc12 | 16% | 4% | 4% | i | ? | -1% | 0% | 11% | 0.0 |
| C/C(=C\C(=O)c1ncc(C(F)(F)F)cc1Cl)N(C)C | 0.6% | 6% | ? | i | 9% | -4% | -2% | 0% | -0.9 |
| Cc1nc2nc(NC(=O)C(C)(C)C)[nH]n2c(=O)c1Cc1ccccc1 | 2.6% | / | 28% | / | 6% | / | 3% | / | / |
| Cc1cc(C)nc(N2CCC(C(=O)Nc3cccc(C(F)(F)F)c3)CC2)n1 | -0.2% | -6% | ? | i | 0% | 3% | -16% | 0% | -0.1 |
| CCOc1ncccc1C(=O)OCC(=O)N(CC(C)C)C1CCS(=O)(=O)C1 (stereo not given) | 4.4% | 2% | 2% | i | -1% | -1% | 1% | 8% | -3.6 |
| CCN(CC)CCCN(Cc1cc2cc3c(cc2[nH]c1=O)OCO3)C(=S)Nc1ccccc1OC | 2.6% | 2% | 4% | i | -10% | 0% | 7% | 6% | -2.8 |
| COc1cccc(C(C(=O)NC2CCCC2)N(C(=O)c2ccco2)C2CC2)c1OC (stereo not given) | 0.0% | 10% | -11% | i | 13% | ? | -18% | -5% | -2.5 |
| Cc1nn(Cc2ccc(F)cc2)c2sc(C(=O)Nc3nccs3)cc12 | 5.3% | -3% | -2% | i | -20% | -3% | -4% | 0% | -2.3 |
| O=C(CCc1nnc2ccc(N3CCCCC3)nn12)NCc1ccco1 | -0.1% | 3% | 5% | i | -1% | -2% | -1% | -6% | 2.2 |
| CCOC(=O)c1c(NC=O)sc2c1CCC2 | 6.8% | 18% | -12% | i | -25% | -2% | 4% | 12% | 0.6 |
| Cc1csc(NC(=O)C2(C)CCN2C(=O)C(C)C)c1C#N (stereo not given) | -1.2% | -5% | / | i | -12% | / | / | 13% | 0.6 |
| CCN(CC)c1ccc(-n2nc3cc(C)c(NC(=O)c4ccccc4F)cc3n2)cc1 | -0.8% | / | 9% | / | 4% | / | 1% | / | / |
| CCOC(=O)CN(Cc1ccccc1)S(=O)(=O)c1ccc(NC(C)=O)cc1 | 0.0% | 0% | / | / | -9% | 1% | -2% | -9% | -1.3 |
| CC(=O)CCC(=O)OCC(=O)Nc1ccc(SC(F)F)cc1 | 2.5% | -3% | 6% | i | 11% | 2% | -1% | 15% | -4.5 |
| COc1ccc(CCN(C)C(=S)Nc2ccc(SC(F)F)cc2)cc1OC | 2.5% | 4% | -13% | i | -1% | 2% | -2% | 0% | -2.8 |
| CCCSc1ncnc2c1oc1ccccc12 | 24% | -3% | / | i | -4% | 0% | -2% | 7% | 0.3 |
| O=C(N/N=C/c1cccc(Oc2ccccc2)c1)c1ccncc1 | 2.6% | -3% | ? | i | -20% | -2% | 8% | 4% | 0.4 |
| CC(=O)c1cccc(NC(=O)C2CCCN(S(=O)(=O)c3cccc4cccnc34)C2)c1 (stereo not given) | 2.4% | -10% | 1% | i | -24% | -2% | 5% | 15% | 1.8 |
| COc1cccc(C(=O)N/N=C(\C)c2cccc(NC(=O)c3ccc(F)cc3)c2)c1OC | 3.6% | 1% | ? | i | 8% | -2% | -17% | 1% | -1.7 |
| O=C(NCCCN1CCCCCC1)c1ccc(N2CCCC2=O)cc1 | -0.2% | 11% | 1% | i | ? | 1% | -1% | 1% | 2.1 |
| CCc1cccc2c(C=C(C#N)C#N)cn(CC(=O)N3CCCC3)c12 | -0.2% | 0% | 9% | i | 19% | 1% | -1% | 7% | -1.0 |
| Fc1ccccc1Cc1noc(CN2CCN(Cc3ccc4c(c3)OCO4)CC2)n1 | 1.8% | -4% | -3% | i | -7% | -3% | 1% | 7% | -1.4 |
| CCOC(=O)c1ccc(NC(=S)N(CCCN2CCCCCC2)Cc2ccco2)cc1 | 0.5% | 6% | -8% | i | 11% | -1% | -16% | 6% | -1.4 |
| Cc1ccc(NC(=O)CN(C)Cc2c(O)ccc3ccccc23)cc1 | ? | 3% | -4% | i | ? | 2% | -3% | -4% | -6.8 |
| CN(C)c1ccc(C(CNS(=O)(=O)c2ccc3ccccc3c2)c2c[nH]c3ccccc23)cc1 (stereo not given) | 6.7% | -2% | ? | i | ? | -10% | -28% | 6% | 0.7 |
| CCOC(=O)Cc1cc(=O)[nH]c(/N=C(\N)Nc2ccc(OC)cc2)n1 | -0.7% | 17% | -12% | i | 0% | 2% | 6% | 12% | -3.5 |
| COc1ccc([C@H]2CC(=O)C=C(c3ccc(NC(C)=O)cc3)C2)cc1OC | 4.0% | 8% | ? | i | ? | -3% | -14% | -4% | -0.8 |
| CCCCCCc1cc2cc(/C(N)=N/NC(=O)c3ccncc3)c(=O)oc2cc1O | -0.6% | 3% | 8% | / | 13% | 0% | -2% | ? | -0.9 |
| CCn1cc(-c2cc(C(=O)O)c3ccccc3n2)c(C)n1 | -0.3% | 9% | ? | i | -21% | -5% | -3% | 9% | -1.4 |
| O=C(CSc1nc(-c2ccccc2)[nH]c1-c1ccccc1)Nc1ccc2c(c1)OCCO2 | -0.1% | / | ? | / | ? | / | -21% | / | / |

Molecules shown so far containing a furan ring, fused or not:
| Compound | Nrf2 activator | EPAC2 antag | Nrf2 inh | Akt phos inh | TGFb SMAD3 inh | Mm-Cpn inhibitor | A549 viability | EPAC2 agonist | CCT chaperon mod |
| --- | --- | --- | --- | --- | --- | --- | --- | --- | --- |
| COc1cccc(C(C(=O)NC2CCCC2)N(C(=O)c2ccco2)C2CC2)c1OC (stereo not given) | 0.0% | 10% | -11% | i | 13% | ? | -18% | -5% | -2.5 |
| O=C(CCc1nnc2ccc(N3CCCCC3)nn12)NCc1ccco1 | -0.1% | 3% | 5% | i | -1% | -2% | -1% | -6% | 2.2 |
| CCCSc1ncnc2c1oc1ccccc12 | 24% | -3% | / | i | -4% | 0% | -2% | 7% | 0.3 |
| CCOC(=O)c1ccc(NC(=S)N(CCCN2CCCCCC2)Cc2ccco2)cc1 | 0.5% | 6% | -8% | i | 11% | -1% | -16% | 6% | -1.4 |

Additional entries.
SMILES	Nrf2 activator	EPAC2 antag	Nrf2 inh	Akt phos inh	TGFb SMAD3 inh	Mm-Cpn inhibitor	A549 viability	EPAC2 agonist	CCT chaperon mod
Cc1cc(C)cc(NC(=O)C2C3C=CC4(O3)C2C(=O)N(CCCN2CCCC2)C4C(=O)NC2CCCC(C)C2C)c1 (stereo not given)	0.4%	11%	5%	i	-18%	-1%	-16%	3%	-0.7
CCN(CC)CCCN1C(=O)c2oc3ccccc3c(=O)c2C1c1cc(OC)ccc1OC (stereo not given)	12%	2%	/	/	-3%	0%	-1%	5%	-5.0
Cc1ccc(C(=O)c2cc([N+](=O)[O-])ccc2N2CCCCC2)c(C)c1	0.8%	-3%	?	i	?	-3%	?	6%	-0.3
CCCC(=O)NC(=S)Nc1cccc(Cl)c1N1CCCCC1	5.2%	-10%	/	/	7.9µM*	1%	?	2%	-2.3
O=C(O)CSCCCC(=O)Nc1ccc(Br)cc1	0.1%	-8%	0%	i	13%	-5%	0%	7%	-1.5
NC(=O)C1=C[C@@H](c2ccc(C(F)(F)F)cc2)C[C@@H](OCc2ccc(CO)cc2)O1	2.9%	-12%	8%	i	-12%	/	-4%	-1%	-0.5
COC(=O)C[C@H]1c2cc(F)ccc2S(=O)(=O)N1c1ccc(N(C)C)cc1	-0.7%	7%	11%	i	11%&7%	/	0%	5%	-0.7
S=c1[nH]nc(CSc2nc3ccccc3s2)n1C1CCCCC1	0.1%	-3%	?	i	8%	-18%	-10%	24%	-1.5
Cc1ccc(SCCC(=O)NCc2ccco2)cc1	-0.8%	0%	/	i	-2%	-3%	12%	13%	-0.4
COc1ccc(CNCCCn2cnc(C(=O)Nc3ccc(C)c(C)c3)n2)cc1	3.4%	0%	4%	i	18%	/	0%	9%	-2.7
O=C1CC(c2ccc(Cl)c([N+](=O)[O-])c2)c2ccc3ccccc3c2N1 (stereo not given)	2.0%	-1%	-27%	i	?	-5%	-7%	0%	-3.3
CCN(Cc1ccccc1)C(=O)Cn1cc2c(n1)CCCC2	3.9%	-3%	-17%	i	8%	0%	2%	6%	0.6
COC(=O)c1ccc(Cl)cc1NC(=O)N1CCCn2nc(C)cc21	3.8%	/	?	/	?	/	-19%	/	/
O=C(N/N=C/c1ccc([N+](=O)[O-])o1)C1CC1	1.1%	8%	?	i	?	1%	-21%	3%	-0.2
COc1ccc(-c2nc(CS(=O)CC(=O)NCc3cccnc3)c(C)o2)cc1 (stereo not given)	-0.1%	10%	7%	i	-14%	-2%	-2%	9%	-1.7

Source: PubChem
